Screening results as filed in PubChem BioAssay.
RGS4-Gao reg: modulates binding of RGS4 to human Galphao; binding response (% of control), % at 10 µM; 220,000 compounds, 0.33% hits; Multiplexed bead flow cytometry; actives lie on both sides; P09471; in the data active means binding response below about 49% or above about 150%; inactive means in between;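 further: fluorescent Galphao activated with aluminum fluoride binding bead-coupled RGS4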
Bim-Bcl-B: human Bim-Bcl-B interaction inhibition | inhibition, % at 10 µM | bead-based flow cytometry, Bim peptide-Bcl-B binding | AID 951 | Q9HD36 | 190,000 compounds, 0.073% hits;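 further: 0% = tracer peptide without compound and 100% = reference inhibitor peptide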
Target sequence (Q9HD36 whole entry, looked up): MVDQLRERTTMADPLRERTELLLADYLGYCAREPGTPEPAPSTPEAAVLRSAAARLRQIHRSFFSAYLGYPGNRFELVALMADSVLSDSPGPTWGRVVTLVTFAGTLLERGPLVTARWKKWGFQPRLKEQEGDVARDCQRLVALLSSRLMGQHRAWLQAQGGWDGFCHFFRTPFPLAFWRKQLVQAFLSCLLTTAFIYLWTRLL
Bcl-W Bim block: inhibitors of Bim-Bcl-W interaction, human; Q92843; bead-based flow cytometry, Bim peptide-Bcl-W binding; inhibition, % at 10 µM; 190,000 compounds, 0.02% hits;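 further: 0% = bound tracer without compound and 100% = peptide blocker; higher means less fluorescent Bim peptide bound to Bcl-W beads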
Target sequence (Q92843 whole entry, looked up): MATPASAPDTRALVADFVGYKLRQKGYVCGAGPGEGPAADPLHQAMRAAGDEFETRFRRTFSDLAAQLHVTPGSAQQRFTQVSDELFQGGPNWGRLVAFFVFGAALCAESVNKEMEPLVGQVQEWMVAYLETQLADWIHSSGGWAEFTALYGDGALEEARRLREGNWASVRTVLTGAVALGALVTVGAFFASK
RGS8-Gao: modulates binding of RGS8 to human Galphao. P09471. multiplexed bead flow cytometry; actives lie on both sides. response (percent of control binding), % at 10 µM. 220,000 compounds, 0.34% hits; in the data active means response below about 60% or above about 140%; inactive means in between;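 further: Galphao activated as the GDP aluminium fluoride complex binding bead-coupled RGS8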
ABCB1 inh: inhibitors of human ABCB1 transporter, ABCG2 counter-screen; inhibition, % at 6.6 µM; CCRF-Adr cells, JC-1 efflux, flow cytometry; 190,000 compounds, 0.067% hits; P08183; AID 1326; in the data active means inhibition above about 40%;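 further: 0% = vehicle and 100% = reference inhibitor; higher value means more JC-1 retained so stronger ABCB1 efflux block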
Bim-Bfl-1: inhibitors of Bim-Bfl-1 interaction, human | Bead-based flow cytometry, Bim-Bfl-1 binding inhibition | 190,000 compounds, 0.12% hits | inhibition, % at 10 µM;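 further: 0% = wells without compound plus tracer and 100% = blocker peptide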
Bcl-XL Bim block: disrupts Bim peptide binding to human Bcl-XL; bead flow cytometry, fluorescence; AID 1007; 190,000 compounds, 0.04% hits; inhibition, % at 10 µM
Bim-Mcl-1: inhibitors of Bim-Mcl-1 interaction, human; inhibition, % at 10 µM; 190,000 compounds, 0.1% hits; Bead-based flow cytometry, Bim peptide-Mcl-1 binding; Q07820;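 further: 0% = no compound tracer wells and 100% = peptide blocker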
Target sequence (Q07820 whole entry, looked up): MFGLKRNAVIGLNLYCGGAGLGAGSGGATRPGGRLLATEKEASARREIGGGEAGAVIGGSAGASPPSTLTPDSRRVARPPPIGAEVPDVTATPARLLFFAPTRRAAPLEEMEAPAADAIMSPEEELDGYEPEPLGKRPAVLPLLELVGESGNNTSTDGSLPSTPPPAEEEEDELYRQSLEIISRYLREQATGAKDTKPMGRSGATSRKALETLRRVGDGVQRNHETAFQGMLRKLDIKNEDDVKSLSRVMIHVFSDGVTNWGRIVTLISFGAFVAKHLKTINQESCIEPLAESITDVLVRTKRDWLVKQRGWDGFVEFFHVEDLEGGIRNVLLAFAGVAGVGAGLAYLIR
Bcl-2 Bim block: inhibitors of Bim-Bcl-2 interaction, human; P10415; Bead-based flow cytometry, Bim peptide-Bcl-2 binding; inhibition, % at 10 µM; 190,000 compounds, 0.06% hits; in the data active means inhibition above about 40%; inconclusive means no clear call, values can overlap the other calls;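 further: 0% = no compound wells with probe peptide and 100% = reference peptide inhibitor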
ABCG2 inh: inhibitors of human ABCG2 transporter, ABCB1 counter-screen; inhibition, % at 6.6 µM; Q9UNQ0; IgMXP3 cells, JC-1 efflux, flow cytometry; AID 1325; 190,000 compounds, 0.1% hits;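 active means inhibition above 80%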;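 further: 0% = DMSO and 100% = nicardipine control wells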
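Test system: ABCG2 IgMXP3 and barcoded ABCB1 CCRF-Adr cell mix; Schedule: cells with compound and JC-1, 10 min at 25 °C, rotating, no wash; Technique: flow cytometry of retained JC-1 fluorescence; Measure: % inhibition of efflux relative to nicardipine and DMSO; Controls: nicardipine high and DMSO low controls.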
RGS7-Gao reg: regulators of human RGS7-Galphao interaction. 220,000 compounds, 0.35% hits. P09471. Multiplexed bead flow cytometry, RGS7-Galphao binding; actives lie on both sides. binding response (% of control), % at 10 µM; in the data active means binding response below about 49% or above about 150%; inconclusive means no clear call, values can overlap the other calls; inactive means in between;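 further: fluorescent Galphao held in activated GDP-AlF4 state binding bead-coupled RGS7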
* = called active by the depositor; ? = inconclusive. Unless noted, no stated cut-off is given here; in the data, active means inhibition above about 40%.

entry	canonical_smiles	RGS4-Gao reg	Bim-Bcl-B	Bcl-W Bim block	RGS8-Gao	ABCB1 inh	Bim-Bfl-1
1	Cc1ccc(C(=O)NC(C)C(c2cccs2)N2CCCC2)s1 (stereo not drawn)	94	-7	-1	96	0.2	-7
2	CCN(CC)CCNC(=O)C(C)c1nn(CC)c(=O)c2ccccc12 (stereo not drawn)	103	1	-3	105	0.0	-6
3	O=C(O)c1ccc(N=NN2CCCCC2)cc1	99	-3	-3	101	-0.7	-7
4	CCOC(=O)N1CCC(NC(=O)c2cnn3ccccc23)CC1	96	-6	1	97	0.2	-11
5	CCOC(=O)C=Nc1c(N)n(C)c(=O)n(C)c1=O	106	-7	-2	105	0.1	0
6	C=CCNC(=O)CN(c1ccccc1OCC)S(=O)(=O)c1ccc(C)cc1	104	-4	-3	102	0.9	-1
7	CCOC(=O)N1CCC(=NNS(=O)(=O)c2cccc([N+](=O)[O-])c2)CC1	94	-6	0	99	0.3	-8
8	COC(=O)c1ccccc1NC(NC(=O)c1ccco1)C(=O)c1ccccc1 (stereo not drawn)	95	-8	5	98	0.0	-11
9	Cc1cc(N2CCC(C)CC2)nc(-n2nc(C)cc2C)n1	101	-3	-2	101	1.4	0
10	COc1ccc(S(=O)(=O)N2CCC(C(=O)NCC3CCCO3)CC2)cc1C (stereo not drawn)	97	-1	-3	98	0.5	-1
11	O=C1CCCN1CCCn1cnc2c([nH]c3ccc(F)cc32)c1=O	102	-2	0	98	0.4	-12
12	C/C(=N\NC(=O)Nc1ccccc1)c1ccccc1	103	-5	-2	100	0.5	-6

entry	Bcl-XL Bim block	Bim-Mcl-1	Bcl-2 Bim block	ABCG2 inh	RGS7-Gao reg
1	-2	2	-7	5	?
2	-3	1	-18	0	103
3	-3	-2	-3	-1	100
4	-5	-3	-5	0	92
5	-1	-2	-3	5	97
6	0	-7	-3	2	102
7	0	1	0	1	99
8	-4	2	-8	0	99
9	0	0	2	3	100
10	-4	-3	-4	1	101
11	0	-3	-5	2	97
12	-6	0	-5	4	99

Continued.
entry	canonical_smiles	RGS4-Gao reg	Bim-Bcl-B	Bcl-W Bim block	RGS8-Gao	ABCB1 inh	Bim-Bfl-1
13	O=C(CCS(=O)(=O)c1ccc(Cl)cc1)NCCc1c[nH]c2ccccc12	97	-4	0	99	0.6	-4
14	CCCC(=O)N(CC(=O)Nc1sc(C)c(C)c1C(N)=O)Cc1ccccc1	99	-2	0	100	0.1	-7
15	COc1ccc2[nH]c(=O)c(CN(Cc3ccco3)C(c3nnnn3Cc3ccccc3)C(C)C)cc2c1 (stereo not drawn)	93	-2	0	99	2.5	0
16	CSc1nnc2c(n1)c(C)nn2-c1ccc(C)cc1	94	-6	0	95	0.3	2
17	CCCC(=O)c1ccc(N2CCN(C(=O)c3ccc(Br)cc3)CC2)c(F)c1	98	-7	1	100	-2.2	-7
18	COCCNC(=S)Nc1ccccc1[N+](=O)[O-]	101	-3	0	101	1.4	-5
19	CCOc1ccccc1NC(=O)COc1cccc(-n2cnnn2)c1	99	-4	0	100	0.6	-1
20	COc1ccccc1Nc1nc(-c2ccc3c(c2)NC(=O)CO3)cs1	103	-4	-2	99	0.3	-7
21	CC(=O)N1CCc2cc(S(=O)(=O)NC(C(=O)NCc3ccccc3)C(C)C)ccc21 (stereo not drawn)	102	-8	0	101	0.6	-10
22	Cc1sc(NC(=O)CN2CCOCC2)c(C(=O)c2ccccc2)c1C	101	-8	-5	101	0.6	0
23	c1ccc(-c2noc(-c3ccc4ccccc4c3)n2)cc1	95	-4	3	95	0.0	-9
24	O=C(CSc1ncnc2nc[nH]c12)NCCc1ccccc1	90	-8	2	92	0.2	-8

entry	Bcl-XL Bim block	Bim-Mcl-1	Bcl-2 Bim block	ABCG2 inh	RGS7-Gao reg
13	-3	0	-3	4	?
14	-1	0	-2	0	95
15	-3	-3	-7	5	93
16	2	4	8	0	102
17	-3	0	-11	-5	97
18	-3	1	-1	2	100
19	0	0	-2	9	97
20	-3	-3	-7	1	98
21	-3	-1	-9	0	98
22	-3	-2	2	1	99
23	0	-1	-3	0	97
24	-2	1	-11	1	87

2 entries drawn at random from those above:
entry	canonical_smiles	RGS4-Gao reg	Bim-Bcl-B	Bcl-W Bim block	RGS8-Gao	ABCB1 inh	Bim-Bfl-1
21	CC(=O)N1CCc2cc(S(=O)(=O)NC(C(=O)NCc3ccccc3)C(C)C)ccc21 (stereo not drawn)	102	-8	0	101	0.6	-10
19	CCOc1ccccc1NC(=O)COc1cccc(-n2cnnn2)c1	99	-4	0	100	0.6	-1

entry	Bcl-XL Bim block	Bim-Mcl-1	Bcl-2 Bim block	ABCG2 inh	RGS7-Gao reg
21	-3	-1	-9	0	98
19	0	0	-2	9	97

(next part)
entry	canonical_smiles	RGS4-Gao reg	Bim-Bcl-B	Bcl-W Bim block	RGS8-Gao	ABCB1 inh	Bim-Bfl-1
25	Cc1cc(NC(=O)C2CCN(S(=O)(=O)Cc3ccccc3)CC2)ccc1-n1cnnn1	100	-5	-1	100	-1.1	-15
26	O=C(N1CCOCC1)C1(c2ccccc2)CCCCC1	98	-8	1	98	0.3	-11
27	CCOC(=O)C1(CCOC)CCN(Cc2cnc(-c3cccc(C)c3)nc2)CC1	94	-3	-3	101	3.5	0
28	CCn1c(/C=C2\C(=O)N(C)c3ccccc32)nc2ccccc2c1=O	100	-12	0	101	-0.1	-19
29	CC(=O)OC(C(=O)NC1CCCCC1)c1ccncc1 (stereo not drawn)	102	-11	-4	103	-0.1	-17
30	CCOc1ncccc1C(=O)OCC(=O)Nc1cc(C)ccc1C	96	-1	-3	95	0.8	0
31	Oc1ccc(/C=N/Nc2cc(N3CCCC3)nc(N3CCCC3)n2)cc1	103	1	8	100	0.1	-1
32	C=CCNCc1cccn1-c1ccccc1	97	-6	3	101	-1.7	-8
33	Cc1ccc2sc(NC(=O)CSc3nc(C)cc(C)c3C#N)nc2c1	101	-3	0	100	0.1	2
34	CCCn1c(SCC(=O)OCc2ccccc2)nc2c1c(=O)n(C)c(=O)n2C	95	-4	-4	86	-2.3	-1
35	CCC(NC(=O)C1CCC1)c1ccc(C)cc1 (stereo not drawn)	101	-4	-2	100	0.4	-6
36	CC12CCC(C(=O)NNc3ccccc3)(OC1=O)C2(C)C (stereo not drawn)	102	-4	-1	101	0.6	-6

entry	Bcl-XL Bim block	Bim-Mcl-1	Bcl-2 Bim block	ABCG2 inh	RGS7-Gao reg
25	-6	-1	-6	13	101
26	-14	0	-10	3	97
27	-2	-3	-5	4	99
28	-8	-5	-10	42	102
29	-10	-5	-18	31	102
30	0	-1	0	7	100
31	2	0	5	0	103
32	-2	1	-7	16	100
33	0	0	0	3	97
34	-9	-5	-2	-4	93
35	-3	-2	-10	1	100
36	-3	0	-1	17	?

One compound at a time (already shown). Values in the order: RGS4-Gao reg	Bim-Bcl-B	Bcl-W Bim block	RGS8-Gao	ABCB1 inh	Bim-Bfl-1	Bcl-XL Bim block	Bim-Mcl-1	Bcl-2 Bim block	ABCG2 inh	RGS7-Gao reg
Shown for COCCNC(=S)Nc1ccccc1[N+](=O)[O-] → 101	-3	0	101	1.4	-5	-3	1	-1	2	100
Shown for C=CCNCc1cccn1-c1ccccc1 → 97	-6	3	101	-1.7	-8	-2	1	-7	16	100
Shown for CCC(NC(=O)C1CCC1)c1ccc(C)cc1 (stereo not drawn) → 101	-4	-2	100	0.4	-6	-3	-2	-10	1	100

The list continues.
entry	canonical_smiles	RGS4-Gao reg	Bim-Bcl-B	Bcl-W Bim block	RGS8-Gao	ABCB1 inh	Bim-Bfl-1
37	CN(C)C(CNC(=S)Nc1ccc(Cl)cc1)c1cccnc1 (stereo not drawn)	78	-4	-4	91	-0.1	-6
38	COc1ccc(NC(=O)CSc2nc3ccccc3c(=O)n2CCNC(C)=O)c(OC)c1	101	-2	0	100	0.3	-6
39	Cc1cc(C)cc(NC(=S)NCCc2ccc(S(N)(=O)=O)cc2)c1	99	-9	-6	100	-0.1	0
40	CN(Cc1nc(Cc2cccc(F)c2)no1)CC1CCOCC1	101	-5	0	100	0.9	-5
41	COc1ccc(CC(=O)NNC(=O)c2ccoc2C)cc1OC	101	-4	6	103	1.2	-11
42	Clc1ccc(Cc2nc(-c3cccnc3)no2)cc1	103	-4	-4	113	1.5	-4
43	COc1ccc(CC2(CO)CCN(Cc3cnc(-c4ccccc4C)nc3)CC2)cc1	96	-4	-6	99	1.6	-8
44	CCCC(=O)C1=C(O)C(C(=O)OC)C(C)(C)CC1=Nc1ccc(OC)cc1 (stereo not drawn)	102	-6	-5	105	0.5	-6

entry	Bcl-XL Bim block	Bim-Mcl-1	Bcl-2 Bim block	ABCG2 inh	RGS7-Gao reg
37	-3	0	-2	-1	97
38	0	-1	-2	2	100
39	-9	-5	-3	4	99
40	0	-1	-2	0	?
41	2	1	-3	6	99
42	0	-4	-4	5	107
43	-7	-5	-5	2	97
44	-3	-2	-3	1	105

3 of the entries above in order of their number in RGS8-Gao, smallest number first.
entry	compound	RGS4-Gao reg	Bim-Bcl-B	Bcl-W Bim block	RGS8-Gao	Bim-Bfl-1	Bcl-XL Bim block	Bim-Mcl-1	Bcl-2 Bim block	RGS7-Gao reg
43	COc1ccc(CC2(CO)CCN(Cc3cnc(-c4ccccc4C)nc3)CC2)cc1	96	-4	-6	99	-8	-7	-5	-5	97
41	COc1ccc(CC(=O)NNC(=O)c2ccoc2C)cc1OC	101	-4	6	103	-11	2	1	-3	99
42	Clc1ccc(Cc2nc(-c3cccnc3)no2)cc1	103	-4	-4	113	-4	0	-4	-4	107

Hits appear at their usual frequency. About 0.94% of those tested had a hit in this group.
